Assay outcomes (PubChem BioAssay)
C diff growth = inhibitors of Clostridium difficile growth. Clostridium difficile clinical isolate growth, OD600, 24 h; active compounds read low. growth activity, negative = inhibition, % at 16 µg/mL (by protocol). 86,000 compounds, 0.25% hits;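 active = mean growth activity at or below -80% and every replicate also at or below -80%; inconclusive = mean at or below -80% but some replicate above -80%; inactive = mean growth activity above -80%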;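 note: 0% = DMSO wells and -100% = levofloxacin 16 µg/mL wells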
Pf Dd2 growth = inhibitors of Plasmodium falciparum Dd2 growth; P. falciparum Dd2 growth, SYBR Green, 72 h; active compounds read low; activity change, % at 10 µM; 94,000 compounds, 2.3% hits; AID 1159554; in the data active = activity change below about -80%; inconclusive = no clear call, values can overlap the other calls
GASC1 inh = blocks human GASC-1 (KDM4C) demethylase activity; 96,000 compounds, 0.15% hits; inhibition, % at 12.5 µM; GST-KDM4C 2-372, H3K9me3 peptide, LANCE TR-FRET;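 active = mean replicate inhibition above about 25%, with at least 55% of replicates also reaching it, limit read from the data, passing the limit was not always enough; inconclusive = only one of those two conditions met; inactive = neither condition met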
Target sequence (Q9H3R0 2-372 limits assumed): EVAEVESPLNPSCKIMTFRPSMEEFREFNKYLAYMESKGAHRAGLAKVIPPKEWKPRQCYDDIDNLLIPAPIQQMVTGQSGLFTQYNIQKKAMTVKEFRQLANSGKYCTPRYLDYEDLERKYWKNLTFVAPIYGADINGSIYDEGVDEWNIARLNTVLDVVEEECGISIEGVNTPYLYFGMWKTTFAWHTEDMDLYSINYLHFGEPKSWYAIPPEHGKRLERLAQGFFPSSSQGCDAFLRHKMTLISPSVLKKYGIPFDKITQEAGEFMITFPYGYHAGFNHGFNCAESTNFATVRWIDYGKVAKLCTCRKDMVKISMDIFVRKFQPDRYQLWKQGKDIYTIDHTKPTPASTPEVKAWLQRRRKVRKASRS
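System – N-terminal GST-fused human GASC-1 (KDM4C) fragment, residues 2-372 · Input – enzyme final amount 10 nM · Technique – LANCE TR-FRET, Eu antibody, ULight-streptavidin, EDTA, ex 340 nm, em 618/671 nm · Medium – HEPES buffer, pH 7.5, plus ascorbate · Incubation – enzyme reaction 30 min, then detection 60 min, both room temperature · Reagent – H3K9me3 peptide with Fe(II)/2OG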
T cruzi growth = T. cruzi proliferation inhibition | 77,000 compounds, 5.9% hits | T. cruzi beta-gal in NIH3T3, GalScreen luminescence, 90 h | inhibition, % at 8.34 µM;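 active = mean inhibition above about 93%, with at least 55% of replicates each passing it, limit read from the data, passing the limit was not always enough; inconclusive = only one of those two conditions holds; inactive = neither condition holds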
Active calls of the source: *; ? = inconclusive; . = no result given.

SMILES	C diff growth	Pf Dd2 growth	GASC1 inh	T cruzi growth
C[C@@H]1CN([C@@H](C)CO)C(=O)c2cc(NC(=O)Cc3cn(C)c4ccccc34)ccc2O[C@H]1CN(C)Cc1ccccc1	-6.7	-66.1	1.1	45.0
C[C@H]1CN([C@@H](C)CO)C(=O)c2cc(NC(=O)c3ccncc3)ccc2O[C@H]1CN(C)Cc1ccc(Cl)c(Cl)c1	-1.9	3.7	0.3	11.5
C[C@@H]1CN([C@@H](C)CO)C(=O)CCCn2nncc2CO[C@@H]1CN(C)C(=O)Nc1ccccc1	1.8	21.9	-0.2	-41.7
O=C(C[C@@H]1CC[C@@H](NC(=O)Cc2ccccn2)[C@@H](CO)O1)NCCc1ccncc1	.	27.5	0.3	6.4
CCCNC(=O)Nc1ccc2c(c1)OC[C@H](C)N(Cc1ccncc1)C[C@H](C)[C@@H](OC)CN(C)C2=O	.	-4.1	0.0	12.2
O=C(C[C@@H]1C[C@@H]2c3cc(NC(=O)C4CCC4)ccc3O[C@@H]2[C@H](CO)O1)NCc1ccncc1	1.4	26.8	-2.7	-41.2
C[C@@H]1CCCCO[C@H](CN(C)Cc2ccc3c(c2)OCO3)[C@H](C)CN([C@@H](C)CO)C(=O)c2cc(NC(=O)NC3CCCCC3)ccc2O1	-6.9	.	-3.1	-27.2
COc1ccc(NC(=O)N(C)C[C@@H]2OCc3cn(nn3)CCCC(=O)N([C@@H](C)CO)C[C@@H]2C)cc1	-1.9	-3.0	-0.2	21.6
COc1ccc2c3c([nH]c2c1)[C@@H](CO)N(C(=O)Nc1ccc(F)cc1)CC31CCN(Cc2nccs2)CC1	-1.8	-76.1	0.0	.
CO[C@H]1CN(C)C(=O)c2ccc(NC(=O)c3cnccn3)cc2OC[C@@H](C)N(CC2CC2)C[C@@H]1C	-8.2	20.9	1.2	.
C[C@@H]1CN([C@H](C)CO)C(=O)c2cccc(NC(=O)Nc3ccc4c(c3)OCO4)c2O[C@H]1CN(C)S(=O)(=O)c1cccs1	.	-26.4	0.2	80.2
CNC[C@@H]1Oc2c(NS(=O)(=O)c3cn(C)cn3)cccc2C(=O)N([C@@H](C)CO)C[C@@H]1C	-1.8	5.2	1.3	11.9
COc1ccc(-c2ccccc2[C@@H]2[C@@H](C#N)N(C(=O)NC(C)C)[C@H]2CO)cc1	7.2	-23.4	1.7	.
Cc1ccc(S(=O)(=O)N(C)C[C@@H]2Oc3ccc(NC(=O)C4CC4)cc3C(=O)N([C@@H](C)CO)C[C@@H]2C)cc1	-0.6	6.8	0.5	5.5
CCCNC(=O)C[C@@H]1CC[C@@H]2[C@@H](COc3ccc(NC(=O)Nc4ccccc4)cc3C(=O)N2C)O1	3.8	-9.3	-2.8	51.5
C[C@H]1CN([C@@H](C)CO)C(=O)Cc2cc(NC(=O)c3ccncc3)ccc2O[C@@H]1CN(C)C(=O)NC1CCCCC1	-6.4	19.2	-11.8	-32.8
C[C@H]1CN([C@@H](C)CO)C(=O)c2cccc(NS(=O)(=O)c3ccc(Cl)cc3)c2O[C@@H]1CN(C)Cc1ccccc1	-3.5	15.3	-1.2	31.2
CC(C)CC#Cc1ccc([C@@H]2[C@H](CO)N3C(=O)CN(C(=O)c4cccc(F)c4)C[C@@H]23)cc1	-5.2	-58.5	-3.2	.
COc1ccc(S(=O)(=O)Nc2ccc3c(c2)C(=O)N([C@H](C)CO)C[C@H](C)[C@@H](CN(C)S(=O)(=O)c2c(C)noc2C)OCCCC[C@@H](C)O3)cc1	-6.0	-20.2	-0.9	-24.3
CN1[C@H](C(=O)NC2CCC2)[C@@H](CO)[C@@H]2Cn3c(ccc(/C=C/c4ccccc4)c3=O)[C@@H]21	3.5	4.2	11.0	12.1
CCCC(=O)N1CCC2(CC1)CN(C(=O)Cc1ccccn1)[C@H](CO)c1[nH]c3cc(OC)ccc3c12	3.2	11.2	0.2	.
COc1cccc(CNC(=O)C[C@@H]2C=C[C@@H](NS(=O)(=O)c3ccccc3OC)[C@H](CO)O2)c1	0.0	-12.7	-1.4	-16.0
COC(=O)C[C@H]1C[C@H]2c3cc(N(C)C)ccc3O[C@H]2[C@H](CO)O1	1.7	-6.1	43.4*	-35.6
C[C@@H]1CN([C@@H](C)CO)C(=O)c2cc(NC(=O)CCCN(C)C)ccc2O[C@@H]1CN(C)S(=O)(=O)c1ccc(F)cc1	-1.2	16.2	5.8	-17.5
C[C@@H]1CN([C@H](C)CO)C(=O)Cc2cc(NS(C)(=O)=O)ccc2O[C@@H]1CN(C)CC1CCCCC1	-1.1	-30.4	-0.5	27.9
SMILES	C diff growth	Pf Dd2 growth	GASC1 inh	T cruzi growth
C[C@H]1CN([C@@H](C)CO)C(=O)Cc2cc(NC(=O)C3CCCCC3)ccc2O[C@@H]1CN(C)S(=O)(=O)c1cn(C)cn1	-6.7	14.3	-1.3	5.1
C[C@@H]1CN([C@H](C)CO)C(=O)c2cc(Br)cnc2O[C@H]1CN(C)C(=O)C1CCOCC1	-1.9	35.2	3.3	-22.5
CCC(=O)N1C[C@H](C)[C@@H](OC)CN(C)C(=O)c2ccc(NC(=O)c3ccc(F)cc3)cc2OC[C@H]1C	-7.6	-19.3	0.3	6.1
CNC[C@H]1Oc2ccc(N)cc2CC(=O)N([C@@H](C)CO)C[C@H]1C	-0.5	4.4	0.9	.
C[C@H]1CN([C@@H](C)CO)C(=O)c2cccc(NC(=O)C3CC3)c2O[C@@H]1CN(C)Cc1ccc(Oc2ccccc2)cc1	21.3	-78.4	0.0	52.6
O=C(c1ccncc1)N1C[C@@H]2[C@H](c3ccccc31)[C@@H](CO)N2C(=O)c1ccccc1F	0.5	-14.5	2.8	-2.3
CO[C@@H]1CN(C)C(=O)c2ccc(NC(=O)c3ccno3)cc2OC[C@H](C)NC[C@@H]1C	.	14.0	-0.3	36.9
C[C@@H]1CCCCO[C@H](CN(C)Cc2ccc3c(c2)OCO3)[C@@H](C)CN([C@H](C)CO)C(=O)c2cc(NC(=O)Nc3ccccc3)ccc2O1	0.4	-8.3	0.4	51.7
CO[C@@H]1CN(C)C(=O)c2cc(NC(=O)c3ccccc3F)ccc2OC[C@@H](C)N(C(=O)c2ccccc2F)C[C@@H]1C	.	-19.4	0.9	56.5
N#C[C@@H]1[C@H](c2ccc(C#CC3CCCCC3)cc2)[C@H](CO)N1S(=O)(=O)c1ccccc1	-5.6	-71.0	-1.5	80.3
COc1ccccc1NC(=O)N[C@@H]1CC[C@H](CCNS(=O)(=O)c2ccc(Cl)cc2)O[C@@H]1CO	-1.8	9.6	-1.7	-2.5
C[C@H]1CN([C@@H](C)CO)C(=O)c2cc(Br)cnc2O[C@H]1CN(C)S(=O)(=O)c1ccccc1	1.3	7.6	-0.8	57.7
CCCNC(=O)N1CC(=O)N2[C@H](CO)[C@@H](c3ccc(C#Cc4cccc(F)c4)cc3)[C@@H]2C1	1.3	-36.5	1.7	.
C[C@H]1CN([C@@H](C)CO)C(=O)c2cc(C#Cc3ccncc3)cnc2O[C@@H]1CN(C)CC1CCCC1	-0.5	-13.2	3.8	75.1
CNC[C@H]1Oc2cc(-c3ccc(C)cc3)ccc2S(=O)(=O)N([C@H](C)CO)C[C@@H]1C	-10.4	-47.4	-4.3	54.8
C[C@H](CO)N1C[C@H](C)[C@H](CN(C)S(=O)(=O)c2ccc(F)cc2)Oc2ccc(NC(=O)Cc3ccccc3)cc2C1=O	-6.4	-24.1	0.3	22.4
O=C(C[C@H]1CC[C@@H]2[C@H](COC[C@H](O)CN2C(=O)c2ccccc2F)O1)NCc1ccc(F)cc1	.	7.8	.	2.2
CO[C@@H]1CN(C)C(=O)c2ccc(NS(=O)(=O)c3cn(C)cn3)cc2OC[C@H](C)N(C)C[C@H]1C	.	-13.6	1.0	-11.8
C[C@H]1CCCCO[C@H](CN(C)S(=O)(=O)c2cccs2)[C@@H](C)CN([C@@H](C)CO)C(=O)c2cc(NS(=O)(=O)c3ccccc3)ccc2O1	-5.5	-72.0	-0.5	105.3*
Cc1noc(C)c1NC(=O)Nc1ccc2c(c1)C(=O)N([C@@H](C)CO)C[C@H](C)[C@H](CN(C)S(=O)(=O)c1ccc(Cl)cc1)O2	1.8	-7.9	-0.7	-57.4
C[C@H]1CN([C@@H](C)CO)C(=O)c2cc(NC(=O)C3CC3)ccc2O[C@@H]1CN(C)C(=O)Nc1ccc2c(c1)OCO2	1.3	4.5	1.7	14.1
CCCNC(=O)N1C[C@@H](C)[C@H](OC)CN(C)C(=O)c2ccc(NC(=O)CC)cc2OC[C@H]1C	-5.3	-9.6	5.3	.
COc1ccccc1-c1cnc2c(c1)C(=O)N([C@@H](C)CO)C[C@H](C)[C@H](CN(C)Cc1cccnc1)O2	-4.4	32.2	0.2	-7.7
CC(C)NC(=O)Nc1ccc2c(c1)CC(=O)N([C@@H](C)CO)C[C@H](C)[C@H](CN(C)CC1CC1)O2	-3.5	8.2	0.4	-49.6
Cc1ccc(S(=O)(=O)Nc2ccc3c(c2)C(=O)N([C@@H](C)CO)C[C@@H](C)[C@@H](CN(C)C(=O)Nc2ccc(C(F)(F)F)cc2)O3)cc1	.	-12.2	-3.8	88.8

Entries shown so far that contain a Cl atom, in the order listed:
SMILES	C diff growth	Pf Dd2 growth	GASC1 inh	T cruzi growth
C[C@H]1CN([C@@H](C)CO)C(=O)c2cc(NC(=O)c3ccncc3)ccc2O[C@H]1CN(C)Cc1ccc(Cl)c(Cl)c1	-1.9	3.7	0.3	11.5
C[C@H]1CN([C@@H](C)CO)C(=O)c2cccc(NS(=O)(=O)c3ccc(Cl)cc3)c2O[C@@H]1CN(C)Cc1ccccc1	-3.5	15.3	-1.2	31.2
COc1ccccc1NC(=O)N[C@@H]1CC[C@H](CCNS(=O)(=O)c2ccc(Cl)cc2)O[C@@H]1CO	-1.8	9.6	-1.7	-2.5
Cc1noc(C)c1NC(=O)Nc1ccc2c(c1)C(=O)N([C@@H](C)CO)C[C@H](C)[C@H](CN(C)S(=O)(=O)c1ccc(Cl)cc1)O2	1.8	-7.9	-0.7	-57.4

New compounds follow.
SMILES	C diff growth	Pf Dd2 growth	GASC1 inh	T cruzi growth
O=C1CN(Cc2ccc(F)cc2)C[C@@H]2[C@H](c3ccc(Br)cc3)[C@H](CO)N12	7.5	13.4	?	.
C[C@H](CO)N1C[C@H](C)[C@H](CN(C)S(=O)(=O)c2ccccc2)OCCCC[C@H](C)Oc2ccc(NS(=O)(=O)c3cn(C)cn3)cc2C1=O	-3.5	-1.7	-0.2	-11.6
Cc1ccc(S(=O)(=O)N[C@@H]2CC[C@@H](CCn3cc(C4CCCCC4)nn3)O[C@H]2CO)cc1	-3.5	-9.4	-1.6	1.0
O=C(Nc1cccc(F)c1)N1CC(=O)N2[C@H](CO)[C@H](c3ccc(Br)cc3)[C@@H]2C1	5.0	-13.5	-0.3	.
CCS(=O)(=O)Nc1ccc2c(c1)C(=O)N(C)C[C@@H](OC)[C@@H](C)CN(C(=O)c1ccc3c(c1)OCO3)[C@@H](C)CO2	.	-15.0	0.7	8.2
CCCNC(=O)Nc1ccc2c(c1)OC[C@@H](C)N(C)C[C@H](C)[C@@H](OC)CN(C)C2=O	-5.3	.	-0.3	-3.4
COc1ccc(NC(=O)Nc2cccc3c2O[C@@H](CN(C)S(=O)(=O)c2ccc(OC)cc2)[C@@H](C)CN([C@@H](C)CO)C3=O)cc1	7.0	-17.2	-1.6	32.6
Cc1ccccc1-c1ccc2c(c1)O[C@@H](CN(C)C)[C@@H](C)CN([C@H](C)CO)S2(=O)=O	-6.2	.	-0.3	-2.1
COc1cccc(-c2ccc(C3[C@@H]4CN(S(=O)(=O)Cc5ccccc5)C[C@H]3N4)cc2)c1 (some centres not stated)	55.8	-32.0	-1.9	.
CNC[C@@H]1Oc2ccc(N)cc2C(=O)N([C@@H](C)CO)C[C@H]1C	2.1	-29.8	0.6	-16.8
C[C@H]1CN([C@@H](C)CO)C(=O)Cc2cc(NS(=O)(=O)c3ccc(F)cc3)ccc2O[C@@H]1CN(C)S(=O)(=O)c1cccs1	7.0	19.7	1.1	14.3
C[C@H](CO)N1C[C@H](C)[C@@H](CN(C)C(=O)Nc2ccccc2)Oc2ccc(NS(=O)(=O)c3cccs3)cc2CC1=O	-1.3	31.3	-0.7	4.7
C[C@@H]1CN([C@H](C)CO)C(=O)Cc2cc(NC(=O)C3CCCCC3)ccc2O[C@H]1CN(C)C(=O)Nc1ccc(C(F)(F)F)cc1	-0.3	6.3	-1.1	10.7
CCCNC(=O)N1CC2(CN(Cc3ccncc3)C2)c2c(n(C)c3cc(OC)ccc23)[C@@H]1CO	-3.0	-17.7	0.7	.
O=C(Nc1ccccc1F)N[C@@H]1CC[C@@H](CCNC(=O)C2CC2)O[C@H]1CO	0.7	.	-1.1	.
O=C(c1ccncc1)N1C[C@H]2[C@@H](c3ccccc31)[C@H](CO)N2C(=O)CN1CCOCC1	-0.4	-2.9	3.6	20.9
COc1ccc(NC(=O)Nc2ccc3c(c2)C(=O)N([C@@H](C)CO)C[C@@H](C)[C@H](CN(C)C(=O)Nc2c(C)noc2C)O3)cc1	.	32.2	0.6	-21.5
C[C@H](CO)N1C[C@H](C)[C@@H](CN(C)C(=O)Nc2cccc3ccccc23)Oc2ccc(NC(=O)C3CC3)cc2C1=O	-3.8	-16.1	0.7	6.7
